Screening data: PubChem BioAssay, Sanford-Burnham Center for Chemical Genomics
SENP8 block-1: SENP8 (human) protease inhibition; inhibition, % at 20 µM; AID 602440; actives 0.64% (n = 360,000); Q96LD8; recombinant SENP8, Nedd8 substrate fluorescence; in the data active means inhibition mostly above about 40%, no sharp cut-off; inactive means mostly below about 27%
Target sequence (Q96LD8 whole entry, looked up): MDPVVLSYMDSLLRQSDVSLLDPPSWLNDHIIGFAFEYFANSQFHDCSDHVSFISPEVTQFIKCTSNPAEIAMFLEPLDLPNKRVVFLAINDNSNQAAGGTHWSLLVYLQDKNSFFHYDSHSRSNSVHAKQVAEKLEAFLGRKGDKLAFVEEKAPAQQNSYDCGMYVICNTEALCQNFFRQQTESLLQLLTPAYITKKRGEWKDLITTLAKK
SENP8 block-2: blocks the human protease SENP8; purified SENP8, Z-RLRGG-aminoluciferin cleavage, luminescence; AID 2540; inhibition, % at 10 µM; actives 1.2% (n = 330,000); Q96LD8; in the data active means inhibition above about 50%
SENP1 FRET inh: blocks the human SENP1 SUMO protease catalytic domain; recombinant SENP1 catalytic domain, CyPet-SUMO1-YPet FRET cleavage; inhibition, % at 10 µM; actives 0.21% (n = 360,000); AID 624204;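 active means inhibition at least 30% at 10 µM, raw YFP signal under a set limit, fluorescence ratio 0.5 to 1.5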;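 further: 0% = enzyme with DMSO and 100% = no enzyme wells; some results filed as inactive read as strong as hits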
Target sequence (Q9P0U3 419-644 limits assumed): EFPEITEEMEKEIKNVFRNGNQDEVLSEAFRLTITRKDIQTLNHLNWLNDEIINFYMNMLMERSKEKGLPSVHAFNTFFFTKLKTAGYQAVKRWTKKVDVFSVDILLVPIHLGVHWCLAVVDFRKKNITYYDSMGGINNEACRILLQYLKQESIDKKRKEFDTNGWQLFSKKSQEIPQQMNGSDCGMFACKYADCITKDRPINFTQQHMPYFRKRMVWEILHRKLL
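System: Recombinant human SENP1 catalytic domain, His6-tagged | Incubation: Enzyme reaction for 50 min at room temperature, dark | Medium: Tris pH 8 with BME, BSA, NP40 and catalase | Also added: 25 nM SUMO1 FRET substrate | Compound: 10 µM single point, 0.5% DMSO | Measured by: FRET fluorescence in CFP and YFP emission channels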
SENP7 block: blocks the human protease SENP7 | recombinant SENP7, Z-RLRGG-aminoluciferin luminescence, 40 min | actives 1.5% (n = 330,000) | inhibition, % at 5 µM | AID 434973 | Q9BQF6;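 active means inhibition above about 50% at the single test dose, limit read from the data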;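 further: plate controls were DMSO with enzyme for no effect and no enzyme buffer wells for full effect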
Target sequence (Q9BQF6 706-1050 limits assumed): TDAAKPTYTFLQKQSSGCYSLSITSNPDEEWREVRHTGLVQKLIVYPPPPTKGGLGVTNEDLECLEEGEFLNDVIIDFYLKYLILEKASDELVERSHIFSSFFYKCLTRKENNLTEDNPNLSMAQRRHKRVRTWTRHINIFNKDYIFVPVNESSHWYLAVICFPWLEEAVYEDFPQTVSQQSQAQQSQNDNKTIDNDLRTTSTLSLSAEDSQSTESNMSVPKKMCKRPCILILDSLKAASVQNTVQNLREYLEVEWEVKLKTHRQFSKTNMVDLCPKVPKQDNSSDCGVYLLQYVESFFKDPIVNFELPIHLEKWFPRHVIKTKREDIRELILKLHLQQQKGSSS
PfGluPho inh: PfG6PD (Plasmodium falciparum) enzyme inhibition; inhibition, % at 20 µM; PfGluPho enzyme, NADPH resazurin-diaphorase fluorescence; actives 0.78% (n = 350,000);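 active means inhibition reaching at least a set limit at 20 µM in the primary screen, cut at about 59% in these data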;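 further: 0% = DMSO wells with substrate and 100% = DMSO wells lacking glucose-6-phosphate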
NLRP3 yeast inh: blocks the NALP3 inflammasome reconstituted in yeast; Yeast reconstituted NLRP3/ASC/caspase-1, beta-gal luminescence, 24 h; inhibition, % at 10 µM; actives 0.39% (n = 330,000); AID 2825;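 active means inhibition of 50% or more; inactive means inhibition below 50%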;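 further: plate controls were induced DMSO wells for no effect and uninduced yeast grown without galactose for full effect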
Apaf1 inhib: human Apaf-1 inhibition; O14727; reconstituted apoptosome caspase-3 activity, DEVD-Rh110 fluorescence; inhibition, % at 20 µM; actives 0.71% (n = 330,000); AID 489030; active means inhibition of at least 40% at 20 µM;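 further: plate controls were DMSO wells for no effect and DEVD-CHO caspase inhibitor wells for full effect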
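Material: biochemical Apaf-1 apoptosome reconstitution. Medium: Hepes buffer, pH 7.5. Also added: cytochrome c activation, bis-DEVD rhodamine 110 substrate. Timing: 30 min compound preincubation, 50 min activation, room temperature. Measured by: rhodamine 110 fluorescence at Ex 480/Em 540 nm.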
SENP6 block: inhibitors of human SENP6 protease. Q9GZR1. Recombinant SENP6 catalytic domain, aminoluciferin luminescence. inhibition, % at 10 µM. actives 1.8% (n = 330,000). AID 2599;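 active means inhibition above about 50% at the single tested dose, limit read from the data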;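 further: plate controls were DMSO wells with enzyme for no effect and DMSO wells lacking enzyme for full effect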
HKDC1 inhibitor: inhibitors of human hexokinase HKDC1. Q2TB90. inhibition, % at 20 µM. actives 0.16% (n = 340,000). recombinant HKDC1, G6PDH/diaphorase resazurin coupled fluorescence;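 active means inhibition above about 35% when tested at 20 µM, limit read from the data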;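 further: plate controls were DMSO wells with enzyme for no effect and DMSO wells lacking enzyme for full effect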
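Material: recombinant HKDC1 hexokinase; Amount: HKDC1 at 5 µg/mL; Medium: Tris pH 8.0 buffer with MgCl2, Tween-20, BSA, BME; Schedule: 90 min reaction incubation at room temperature, dark; Technique: coupled resazurin fluorescence, excitation 525 nm, emission 613 nm.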
* = called active by the depositor; i = inactive; . = no result given.

SMILES	SENP8 block-1	SENP8 block-2	SENP1 FRET inh	SENP7 block	PfGluPho inh	NLRP3 yeast inh	Apaf1 inhib	SENP6 block	HKDC1 inhibitor
COc1ccc(COC(=O)CN2C(=O)NC3(CCCC3)C2=O)cc1F	13	0	2	-5	-9	10	-1	1	-8
CC(/C=C/c1ccccc1)=N\NC(=O)c1cc(C)nc2ccccc12	13	-9	-3	-10	4	13	11	-7	-2
CN(Cc1nc2ccccc2c(=O)[nH]1)Cc1nc2ccsc2c(=O)[nH]1	7	-3	-2	-4	26	19	-5	-4	-1
CC(C)CNC(=O)COC(=O)CNC(=O)c1cc(Cl)cc([N+](=O)[O-])c1	14	-2	0	-4	15	14	-1	7	-52
CCOCC(=O)Nc1nnc(Cc2ccc(OC)c(OC)c2)s1	9	3	2	4	35	8	5	-1	0
COc1ccc(S(=O)(=O)N=Nc2c(O)[nH]c3ccccc23)cc1	-4	-12	-2	-2	-44	1	3	-11	-20
Cc1ccc(OS(=O)(=O)c2ccc(-c3csc(C)n3)s2)c(C)c1	3	6	0	-3	18	21	-4	-2	1
NC(=S)N/N=C/c1ccc(-c2ccccc2)o1	-238	0	-43	12	14	24	13	-20	-3
COc1cccc(-c2cc(C(=O)Nc3c(C)nn(Cc4ccccc4)c3C)no2)c1	9	-8	0	-11	3	13	10	-9	-3
O=C(Nc1ccccc1Cl)N1CCN(c2ncccn2)CC1	15	-2	0	-4	2	6	2	-5	-1
CN1CCN(c2ccc(NC(=O)COc3ccc(Cl)cc3Cl)cc2)CC1	20	0	-1	-3	-7	4	-2	11	5
Cn1c(NN)nc2sc3c(c2c1=O)CC(C)(C)OC3	33	3	0	-5	65*	12	-16	7	-15
Cc1c(C#N)c(NC(=O)CCl)n(Cc2ccc(F)cc2)c1C	3	0	-1	2	-8	21	-1	-2	0
CCc1ccc(NC(=O)CC2C(=O)NCCN2C(=S)Nc2ccccc2)cc1 (stereo not drawn)	9	-7	1	0	12	8	12	-6	-4
CC(=O)Nc1ccc(OCC(=O)NC(C)c2ccc(F)cc2)cc1 (stereo not drawn)	8	2	0	-2	14	-1	-5	4	-12
O=C(Nc1ccc2oc(-c3ccccc3)nc2c1)c1cc(-n2cnnc2)ccc1Cl	-150	2	-4	2	27	-37	16	-22	-1
Cn1nc(C(C)(C)C)c([N+](=O)[O-])c1C(=O)N1CCOCC1	2	-4	1	12	1	1	-5	12	-2
CSc1ncccc1C(=O)OCC(=O)N(C)c1c(N)n(Cc2ccccc2)c(=O)[nH]c1=O	2	8	-1	-9	-1	4	5	-7	-3
Cc1cccc(N(CC(=O)N2CCc3ccccc3C2)S(C)(=O)=O)c1C	18	-8	2	9	-18	6	-2	-15	-6
COc1ccccc1C(=O)OCc1nc(N)nc(Nc2ccccc2C)n1	3	0	2	3	3	7	-16	-17	-4

An excerpt from above, reduced to SENP8 block-2:
SMILES | SENP8 block-2
CN1CCN(c2ccc(NC(=O)COc3ccc(Cl)cc3Cl)cc2)CC1 | 0
Cn1c(NN)nc2sc3c(c2c1=O)CC(C)(C)OC3 | 3
Cc1c(C#N)c(NC(=O)CCl)n(Cc2ccc(F)cc2)c1C | 0
CCc1ccc(NC(=O)CC2C(=O)NCCN2C(=S)Nc2ccccc2)cc1 (stereo not drawn) | -7
CC(=O)Nc1ccc(OCC(=O)NC(C)c2ccc(F)cc2)cc1 (stereo not drawn) | 2

Next structures follow:
SMILES	SENP8 block-1	SENP8 block-2	SENP1 FRET inh	SENP7 block	PfGluPho inh	NLRP3 yeast inh	Apaf1 inhib	SENP6 block	HKDC1 inhibitor
CNC(=O)CS(=O)CC(=O)Nc1cc(OCCOC)c(Cl)cc1Cl (stereo not drawn)	19	-5	4	5	6	12	3	0	8
O=C1c2ccccc2C(=O)N1CCCN1C(=O)c2ccccc2C1=O	14	.	-2	.	-19	.	.	.	5
Cn1c2c(c(=O)n(C)c1=O)CN(Cc1ccco1)CN2	10	5	3	-6	1	-3	1	1	3
CCOC(=O)COc1ccc2nsnc2c1	-188	3	3	10	1	14	4	-6	-1
Cc1ccn2c(=O)nc(SCC(=O)Nc3ccc4c(c3)OCO4)nc2c1	9	9	-34	-8	-5	20	0	-1	-3
CCN1CCN(C(=O)c2cc3c(s2)-c2ccccc2S(=O)(=O)C3)CC1	-9	-2	1	2	0	10	8	1	-3
O=C(CNc1ccc(Cl)cc1)c1ccc(Br)cc1	26	-2	1	7	-24	13	0	13	-9
CCn1cc([N+](=O)[O-])c(C(=O)N2N=C(c3ccccc3)CC2c2ccc([N+](=O)[O-])cc2)n1 (stereo not drawn)	8	-3	-1	7	18	21	19	-8	-10
CC(C)(C)c1ccc(C(=O)NNc2ncccc2-n2cccc2)cc1	-4	-6	-1	-3	0	7	-1	-8	2
COc1cc(NCCCCCCN)c2ncccc2c1OC	72*	.	11	.	90*	.	.	.	20
Cc1c(C(=O)NCc2cccnc2)oc2c1C(=O)CC(C)(C)C2	-4	-1	1	2	-14	1	-13	-11	-7
Cc1ccc2c(c1)C(SCC(=O)NCCc1ccccc1)CC1(CCCC1)O2 (stereo not drawn)	3	-5	0	-10	1	14	14	-22	3
Cn1cc(C(=O)Nc2ccc(F)c(F)c2)cn1	22	-5	1	-9	-1	16	-5	-5	-5
N/C(=N\OCc1ccc([N+](=O)[O-])cc1)c1ccncc1	10	2	0	18	20	8	3	5	-11
CCOc1ccc(CCNC(=O)Cn2c(=O)oc3ccccc32)cc1OCC	15	5	-2	6	-1	-8	-9	-17	-12
CS(=O)(=O)Cc1ccc(C(=O)N2CCN(C(=O)c3cccs3)CC2)cc1	18	-2	1	0	-6	1	-8	-6	-5
N#Cc1c(N(CCO)CCO)nc(N)c2c(N)nc3c(c12)CC(=O)N3Cc1cccs1	-284	11	-38	32	32	7	73*	30	33
CCSc1nnc(NC(=O)CSc2sc3c(O)cc(=O)[nH]c3c2C#N)s1	-29	4	-19	9	4	17	9	7	11
C=CCN(C)NC(=O)Nc1ccccc1	10	2	3	-3	4	19	-2	16	-3
CCCCNC(=S)NCC(c1ccccc1)c1c[nH]c2ccccc12 (stereo not drawn)	7	3	-1	2	12	23	13	-19	-2

Part of the list above in a different format:
Molecule,SENP8 block-1,SENP8 block-2,SENP1 FRET inh,SENP7 block,PfGluPho inh,NLRP3 yeast inh,Apaf1 inhib,SENP6 block,HKDC1 inhibitor
O=C(CNc1ccc(Cl)cc1)c1ccc(Br)cc1,26,-2,1,7,-24,13,0,13,-9
CCn1cc([N+](=O)[O-])c(C(=O)N2N=C(c3ccccc3)CC2c2ccc([N+](=O)[O-])cc2)n1 (stereo not drawn),8,-3,-1,7,18,21,19,-8,-10

The listing continues.
SMILES	SENP8 block-1	SENP8 block-2	SENP1 FRET inh	SENP7 block	PfGluPho inh	NLRP3 yeast inh	Apaf1 inhib	SENP6 block	HKDC1 inhibitor
COc1ccc(CN2CCN(C(=O)c3cccs3)CC2)c(OC)c1OC	5	-8	2	-6	-9	0	-5	-8	-6
CCOc1ncccc1C(=O)OCC(=O)c1ccc(OC)c(OC)c1	-3	-10	1	-8	2	12	5	-5	-9
CC(=O)c1ccc(-c2ccc(C(=O)Nc3nc(-c4ccccn4)cs3)o2)cc1	-496	8	-12	13	36	4	-7	9	-5
O=C1C2CCCCN2C(=O)N1CCN1CCN(c2ccc([N+](=O)[O-])cc2)CC1 (stereo not drawn)	24	5	2	5	-12	16	-4	0	-10
CC(OC(=O)C1CCN(c2ccc(C(F)(F)F)cn2)CC1)C(=O)Nc1ccc(S(N)(=O)=O)cc1 (stereo not drawn)	-34	1	1	-1	4	3	-10	4	1
Nc1ccccc1SCc1cn2cccnc2n1	-18	6	-1	-2	28	-11	-7	-13	3
O=C(C1CCCO1)N(c1ccc(F)cc1)C1C=CS(=O)(=O)C1 (stereo not drawn)	3	-4	-2	6	5	23	-4	-4	-7
COCCn1c(=N)c(S(=O)(=O)c2ccc(F)cc2)cc2c(=O)n3cccc(C)c3nc21	-182	-14	-24	-1	-14	20	6	-4	-4
COCCN1Cc2cccc(C(=O)N3CCN(c4cc(C)ccc4C)CC3)c2C1=O	19	-11	-4	12	27	13	12	-10	-3
COCC(C)N=Cc1c(O)[nH]c2ccccc12 (stereo not drawn)	9	-1	-1	8	-2	22	-18	12	-9
O=C(Nc1cccnc1Cl)c1cc(-c2ccco2)on1	-2	-12	1	2	-10	25	-1	-25	-2
CCc1ccc(NC(=O)C2CCCN(S(=O)(=O)c3cccnc3)C2)cc1 (stereo not drawn)	10	1	1	1	-1	-2	12	9	-4
O=C(CN1C(=O)NC2(CCCC2)C1=O)Nc1nc2ccccc2[nH]1	7	6	5	-4	7	25	-5	0	-1
COc1ccc(-c2cc(C(F)(F)F)n3nc(C(=O)N(C)Cc4ccccc4)cc3n2)cc1OC	-399	1	-30	-5	23	16	26	9	-4
CC(=O)N1CCc2cc(S(=O)(=O)CCC(=O)NCCc3ccccc3)ccc21	14	0	2	19	-18	0	-4	-13	-8
CCOc1ccc(NC(=O)CSc2nnc(NC(=O)C3CC3)s2)cc1	-2	1	0	-4	-7	5	-5	-7	-6
COc1c2occc2c(OC)c2c(=O)cc(C(F)(F)C(F)(F)F)oc12	10	6	-1	0	-7	7	0	-5	-8
Cc1ccc(C(=O)Nc2ccccc2N2CCN(C(=O)C(C)C)CC2)cc1	5	1	2	-3	4	-2	11	-2	3
CC1(C)Cc2ccccc2C(NNC(=O)c2ccncc2)=N1	31	-7	1	-7	-5	1	3	-1	-9
CS(=O)(=O)Nc1ccccc1C(=O)Nc1ccccc1C(=O)N1CCCC1	-98	-9	1	16	15	9	1	-13	-4
O=C(OCC#CCSc1nnc(-c2ccccc2)o1)c1cccs1	-2	-13	0	-1	-2	27	14	35	-3
COc1ccc(-c2nc3ccc(C)cn3c2NCc2ccccc2)cc1SC1CCCCC1	i	-12	-87	36	8	26	-6	-17	5
Cc1nn(C)c(C)c1S(=O)(=O)NC1CCCc2ccccc21 (stereo not drawn)	17	2	1	-1	-9	-1	-9	-16	-4
CCSc1ncccc1C(=O)N[C@@H](CCSC)C(=O)OC	18	3	1	5	-13	2	-22	-3	0
CCN1/C(=C2\C(=O)N(C)C(=S)N2C)C=Cc2cc(C)ccc21	-29	3	-1	3	3	20	4	1	17
Cn1c(SCC(=O)Nc2cc(C(C)(C)C)nn2-c2ccccc2)nc2ccccc21	23	-6	-1	3	10	9	26	-10	-3
COc1cc(/C=C2\CCCc3c2nc2ccccc2c3C(=O)O)cc([N+](=O)[O-])c1O	5	0	1	-2	-17	-7	-3	-9	9
CCCCN(C(=O)C1CC(=O)N(Cc2ccc(C)cc2)C1)c1c(N)n(CCCC)c(=O)[nH]c1=O (stereo not drawn)	14	4	0	-3	-2	6	6	4	-6
O=[N+]([O-])c1cc([N+](=O)[O-])c2n[nH]c(-c3ccccc3)c2c1	35*	6	6	5	-2	38	6	-11	0
O=C(CSc1cccc[n+]1[O-])Nc1cc([N+](=O)[O-])ccc1Cl	5	2	-3	-7	15	-14	0	-3	-8
CCN(CCO)C(=O)c1ccc2oc(Cc3ccc(Cl)cc3)nc2c1	5	5	0	2	8	12	-3	-12	-6
O=C(NCCc1cccs1)c1ccc(CS(=O)Cc2ccc(Cl)cc2)o1 (stereo not drawn)	3	9	0	1	3	5	2	14	5
COC(=O)C[C@H]1c2cc(C(F)(F)F)ccc2S(=O)(=O)N1C1CCCCC1	7	-2	1	5	13	14	-3	-3	2
